Assay outcomes: PubChem BioAssay, National Center for Advancing Translational Sciences (NCATS)
RGS4 inh: inhibitors of human regulator of G protein signaling 4; P49798; Transcreener GDP fluorescence polarization, RGS4-accelerated GTP hydrolysis; Potency, µM (doses to about 114 µM), inactives show top-dose activity change, negative = inhibition, usual class: inhibitors; actives 0.039% (n = 390,000); AID 504845; further: on the % scale 0 is the no-effect control and ±100 the full control effect; nearly all actives have a fitted effect of over 75% in size; some results filed as inactive show a strong effect at the top dose
Target sequence (P49798 whole entry, looked up): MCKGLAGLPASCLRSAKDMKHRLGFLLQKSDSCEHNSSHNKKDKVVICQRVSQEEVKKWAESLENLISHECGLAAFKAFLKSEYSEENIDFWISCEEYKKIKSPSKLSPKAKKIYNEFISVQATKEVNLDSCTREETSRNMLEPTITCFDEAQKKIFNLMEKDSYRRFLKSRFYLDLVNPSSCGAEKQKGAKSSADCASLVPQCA
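MLSMR compounds (23 nl, pin-transferred) preincubated 10 min at room temperature with a 500nM (2x) first reagent, then RGS4 at 900nM (2x) plus Transcreener GDP mix added; fluorescence polarization (620/688 nm) read before and after 90 min at 30 °C.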
RXFP1 ag: RXFP1 (human) receptor agonism | Potency, µM (titrated, usually from 57.5 µM), inactives show at the highest dose activation, actives largely listed as activators | actives 0.3% (n = 370,000) | Q9HBX9 | AID 2676 | HEK293T-RXFP1 cAMP TR-FRET, 30 min; response scale: percent of porcine relaxin response, buffer zero; further: on the % scale 0 is the no-effect control and ±100 the full control effect; nearly all actives have a fitted effect of over 60% in size; many of its hits are not listed in these tables
Target sequence (Q9HBX9 whole entry, looked up): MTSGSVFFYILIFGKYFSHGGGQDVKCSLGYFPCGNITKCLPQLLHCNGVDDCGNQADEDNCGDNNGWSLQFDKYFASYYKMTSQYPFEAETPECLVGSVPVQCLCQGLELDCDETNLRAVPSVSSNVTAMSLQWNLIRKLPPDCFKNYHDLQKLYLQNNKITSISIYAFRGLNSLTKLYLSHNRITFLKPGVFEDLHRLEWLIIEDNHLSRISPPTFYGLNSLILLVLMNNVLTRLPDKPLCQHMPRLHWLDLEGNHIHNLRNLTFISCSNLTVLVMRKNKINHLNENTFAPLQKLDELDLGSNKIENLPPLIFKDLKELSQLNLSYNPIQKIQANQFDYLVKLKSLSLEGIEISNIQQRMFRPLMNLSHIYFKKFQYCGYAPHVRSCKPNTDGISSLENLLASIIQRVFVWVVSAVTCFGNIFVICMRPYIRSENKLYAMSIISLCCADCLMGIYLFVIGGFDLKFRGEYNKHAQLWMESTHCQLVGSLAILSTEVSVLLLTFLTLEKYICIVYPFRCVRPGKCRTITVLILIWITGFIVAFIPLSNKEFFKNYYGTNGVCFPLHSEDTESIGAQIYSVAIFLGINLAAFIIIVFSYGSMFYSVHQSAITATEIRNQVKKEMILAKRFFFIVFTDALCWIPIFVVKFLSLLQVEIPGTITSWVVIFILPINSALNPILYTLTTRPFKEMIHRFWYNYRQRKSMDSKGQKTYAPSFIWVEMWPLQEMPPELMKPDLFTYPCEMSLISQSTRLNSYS
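HEK293T cells stably expressing RXFP1 were pretreated with the PDE4 inhibitor Ro 20174, exposed to compounds for 30 min at 37C, lysed, and cAMP was read by TR-FRET. Data normalized to buffer (basal) and 29 nM porcine relaxin (100%).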
Vif-APOBEC3F blk: blocks the Vif interaction with APOBEC3F | actives 0.2% (n = 390,000) | Potency, µM (series often up to 46.1 µM), for the others: at the highest dose activity, negative = active | HeLa A3F-eYFP + Vif (tagged APOBEC3F with the HIV-1 protein that degrades it), YFP fluorescence increase; further: % of control where 0% means no effect; nearly all actives have a fitted effect of over 65% in size
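HeLa cells stably expressing Vif plus C-terminally eYFP-tagged A3F were seeded, incubated overnight at 37 deg C, dosed with compound, incubated overnight again at 37 deg C. Yellow fluorescence (Ex 488/Em 500-530) reported blocked Vif-mediated A3F-eYFP degradation.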
USP1-UAF1 inh: inhibitors of human USP1/UAF1 deubiquitinase. Potency, µM (highest dose often 57.1 µM), without a hit: at the highest dose activity change, negative = inhibition, most hits filed as inhibitors. actives 0.23% (n = 390,000). recombinant USP1/UAF1, Ub-Rhodamine cleavage fluorescence. O94782; further: on the % scale 0 is the no-effect control and ±100 the full control effect; nearly all actives have a fitted effect of over 60% in size; inactives centre near -12
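In this screen, compounds sit with the deubiquitinase complex (1nM) for 15 min at room temperature before Ub-Rho is added at 150nM final. Fluorescence rise is then followed for 6 reads every 60 seconds.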
TrxR1 inh: inhibitors of rat thioredoxin reductase 1. recombinant rTrxR1, NADPH fluorescence consumption, selenite substrate. actives 1% (n = 390,000). Potency, µM (top dose mostly 114 µM), inactives show at the top dose activity change, negative = inhibition, usual class: inhibitors. AID 588453; further: on the % scale 0 is the no-effect control and ±100 the full control effect; nearly all actives have a fitted effect of over 65% in size
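Rat TrxR1 (90 nM in the dispensed reagent) was pre-reduced with 400 uM NADPH for 5 min at room temperature, then incubated with compound for 15 min. After 400 uM selenite was added, NADPH fluorescence (Ex 340/Em 450 nm) was followed for 8 min.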
12-LOX inh: ALOX12 (human) lipoxygenase inhibition | P18054 | purified 12hLO, xylenol orange hydroperoxide absorbance | Potency, µM (series often up to 108 µM), for the others: at the highest dose activity change, negative = inhibition, actives largely listed as inhibitors | actives 1.1% (n = 580,000); further: on the % scale 0 is the no-effect control and ±100 the full control effect
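Purified human 12hLO (150 nM final) in 25 mM Hepes, 0.01% Triton X-100, pH 7.0 was preincubated 15 min at room temperature with compound. Then 40 uM arachidonic acid was added, 30 min. Hydroperoxide was read by Fe-XO absorbance ratio 573/405 nm.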
Vif-APOBEC3G blk: blocks the Vif interaction with human APOBEC3G | Q9HC16 | HeLa A3G-eYFP + Vif (tagged APOBEC3G with the HIV-1 protein that degrades it), YFP fluorescence, overnight | Potency, µM (top dose mostly 46.1 µM), without a hit: at the highest dose activity, negative = active, most hits filed as inhibitors | actives 0.076% (n = 410,000) | AID 602310;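 further: on the % scale 0 is the no-effect control and ±100 the full control effect; nearly all actives have a fitted effect of over 60% in size; hits raise eYFP signal because A3G escapes Vif-driven loss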
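HeLa cells stably expressing Vif and C-terminally eYFP-tagged A3G, seeded overnight at 37 deg C, then exposed to compound by pintool overnight at 37 deg C. Rise in yellow fluorescence (Ex 488/Em 500-530, Acumen) marks blocked Vif-driven A3G degradation.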
TrxR1 substrate: rat thioredoxin reductase 1 substrate activity; O89049; purified TrxR1 substrate turnover, NADPH consumption readout; Potency, µM (top dose mostly 114 µM), for inactives: top-dose activity change, negative = substrate turnover; actives 0.01% (n = 390,000); further: on the % scale 0 is the no-effect control and ±100 the full control effect; nearly all actives have a fitted effect of over 50% in size
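Rat TrxR1, dispensed at 90 nM, was prereduced with 400 uM NADPH (final) for 5 min at ~22 deg C, then incubated with compound 15 min before 400 uM selenite. A first-read NADPH fluorescence drop versus no-compound background flagged substrates.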
IDH1 R132H inh: human IDH1 R132H inhibition; IDH1-R132H enzyme, NADPH consumption, diaphorase/resazurin fluorescence; O75874; Potency, µM (highest dose often 76.6 µM), without a hit: top-dose activity change, negative = inhibition, most hits filed as inhibitors; AID 602179; actives 0.093% (n = 390,000); further: on the % scale 0 is the no-effect control and ±100 the full control effect; nearly all actives have a fitted effect of over 65% in size
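IDH1-R132H (0.5 ug/mL) preincubated 30 min with compound, then NADPH (0.016 mM) and alpha-KG (2 mM) added; 80 min at RT, pH 7.5. Remaining NADPH coupled via diaphorase/resazurin to fluorescence (540/590 nm); concentration-response curves normalized to no-enzyme control.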
* hit, by the source's call; u = inconclusive; x = not tested or not shown; & = joins results of further samples; [ ] = another dose, or the depositor's remark. The call rests on the fitted dose curve; in most records, active means well fitted curve in the direction sought with a large enough effect; inconclusive means small, poorly fitted or top-dose-only effect, or another doubt; inactive means no such curve, though single readings can be large; an effect the other way counts as inactive or inconclusive. Potency means the concentration at half of the fitted maximal effect. Not all compounds are listed; the hit share may differ from the screen's.

canonical_smiles	RGS4 inh	RXFP1 ag	Vif-APOBEC3F blk	USP1-UAF1 inh	TrxR1 inh	12-LOX inh	Vif-APOBEC3G blk	TrxR1 substrate	IDH1 R132H inh
Cc1ccc(CNC(=O)C2CCCN(c3nn4cc(-c5ccc(C)cc5)nc4s3)C2)cc1 (stereo not given)	-5%	2.4%	4%	-7%	8%	u	2%	-8%	-7%
CC1(C)Cc2cccc(OCC(=O)NCc3ccccc3F)c2O1	32%	0.0%	2%	-27%	12%	14%	-8%	6%	18%
CC(=O)N1CCN(c2nnnn2-c2ccccc2)CC1	-25%	-0.3%	-8%	-11%	7%[57.1 µM]	69%[activator]	2%	17%[57.1 µM]	0%
Nc1nnnn1/N=C/c1ccccc1Cl	x	x	0%	-15%	x	-10%	-6%	x	3%
Cc1nn(CC(=O)Nc2ccc3c(c2)nc2n3CCOC2)c(=O)c2ccccc12	13%	2.2%	2%	-13%	0%	14%	0%	1%	6%
O=C(Nc1ccc(F)cc1)C1CCCN(S(=O)(=O)c2ccc(-n3cnnn3)cc2)C1 (stereo not given)	6%	0.2%	-5%	-20%	22%	14%	-1%	5%	2%
CCn1cc(CNC(=O)c2ccc(Cl)c([N+](=O)[O-])c2)c(C)n1	-17%	2.1%	0%	-5%	-9%	-20%	-2%	-1%	3%
CCOc1ccc(S(=O)(=O)N2CCC(C(=O)N3CCOCC3)CC2)cc1Cl	-16%	0.7%	2%	-24%	15%	13%	0%	0%	4%
Cc1coc(C)c1C(=O)CC1(O)C(=O)N(C)c2ccc(Cl)cc21 (stereo not given)	-7%	-1.4%	-9%	-2%	15%	-15%	0%	-1%	-2%
Cc1ccc(-n2ccc(=O)c(C(=O)O)n2)cc1	-28%	0.4%	4%	-8%	-4%	u	1%	20%[57.1 µM]	-1%
CCOC(=O)C(CC(=O)O)NCc1ccco1 (stereo not given)	11%	3.4%	-16%	-10%	-6%	6%	3%	-11%	-3%
CCC(Sc1nc2ccccc2o1)C(=O)O (stereo not given)	5%	0.7%	12%	-12%	10%	2%	1%	-3%	-3%
O=C(NCCN1CCOCC1)C(=O)NCC1OCCCN1S(=O)(=O)c1cc(F)ccc1F (stereo not given)	16%	0.0%	-3%	-21%	31%	2%	5%	3%	-9%
CCSc1nnc(NC(=O)[C@@H](NC(=O)c2ccc(C(C)(C)C)cc2)C(C)C)s1	-34%	0.1%	4%	-15%	-11%	-9%	-2%	-15%	2%
COc1ccc(Cl)cc1NC(=O)CN(C)CC(=O)Nc1ccc(Br)cc1	8%	0.7%	-7%	3%	9%[57.1 µM]	57%[activator]	-7%	-3%	8%
CC(C)CNC(=O)C(=O)NCCC1CCCCN1S(=O)(=O)c1cccs1 (stereo not given)	22%	0.2%	3%	-3%	6%	-10%	0%	-3%	0%
CCOC(=O)C1CCCN(C(=O)c2ccc3nc(-c4cccc(OC)c4)oc3c2)C1 (stereo not given)	-16%	0.1%	-7%	-19%	-5%	500%[activator]	u	-2%	14%
Cc1ccccc1C(=O)N1CCN(c2nc(N3CCOCC3)nc(N3CCOCC3)n2)CC1	-46%	0.1%	1%	-23%	17%	u	-6%	-9%[57.1 µM]	3%
O=C(C[C@@H]1C/C=C/CC[C@H](Cc2ccc(F)cc2)C(=O)OC[C@@H](Cc2ccccc2)NC1=O)N[C@H](CO)Cc1ccccc1	1%	x	u	u	13%	-28%	u	1%	-4%[38.3 µM]
COCC(C)NCc1cccc([N+](=O)[O-])c1 (stereo not given)	0%	0.9%	-2%	2%	11%[57.1 µM]	u	-1%	4%[57.1 µM]	1%

Three structures already listed, ordered by heavy-atom count, highest first:
canonical_smiles	RGS4 inh	RXFP1 ag	Vif-APOBEC3F blk	USP1-UAF1 inh	TrxR1 inh	12-LOX inh	Vif-APOBEC3G blk	TrxR1 substrate	IDH1 R132H inh
Cc1ccccc1C(=O)N1CCN(c2nc(N3CCOCC3)nc(N3CCOCC3)n2)CC1	-46%	0.1%	1%	-23%	17%	u	-6%	-9%[57.1 µM]	3%
Cc1nn(CC(=O)Nc2ccc3c(c2)nc2n3CCOC2)c(=O)c2ccccc12	13%	2.2%	2%	-13%	0%	14%	0%	1%	6%
CC(=O)N1CCN(c2nnnn2-c2ccccc2)CC1	-25%	-0.3%	-8%	-11%	7%[57.1 µM]	69%[activator]	2%	17%[57.1 µM]	0%

Complete entries, quoted from the list. Values in the order: RGS4 inh	RXFP1 ag	Vif-APOBEC3F blk	USP1-UAF1 inh	TrxR1 inh	12-LOX inh	Vif-APOBEC3G blk	TrxR1 substrate	IDH1 R132H inh
CC(C)CNC(=O)C(=O)NCCC1CCCCN1S(=O)(=O)c1cccs1 (stereo not given) reads 22%	0.2%	3%	-3%	6%	-10%	0%	-3%	0%
O=C(Nc1ccc(F)cc1)C1CCCN(S(=O)(=O)c2ccc(-n3cnnn3)cc2)C1 (stereo not given) reads 6%	0.2%	-5%	-20%	22%	14%	-1%	5%	2%
CC1(C)Cc2cccc(OCC(=O)NCc3ccccc3F)c2O1 reads 32%	0.0%	2%	-27%	12%	14%	-8%	6%	18%

Continuation:
Value order – RGS4 inh	RXFP1 ag	Vif-APOBEC3F blk	USP1-UAF1 inh	TrxR1 inh	12-LOX inh	Vif-APOBEC3G blk	TrxR1 substrate	IDH1 R132H inh
CC(=O)N(c1ccccc1)c1c(F)c(F)c(F)c(F)c1F
    40%	-0.2%	-10%	-3%	1%	0%	3%	-4%	-3%
Cc1nnc(SCC(=O)N/N=C/c2cn(-c3ccccc3)nc2-c2ccccc2)n1-c1ccccc1
    3%[11.4 µM]	-2.2%	-11%	-24%	4%[57.1 µM]	-2%	-4%	2%[57.1 µM]	-3%
Cc1ccc2nc(N3CCN(C(=O)c4ccc(F)cc4)CC3)c(C#N)cc2c1
    1%	8.1%	u	-11%	28%	u	0%	14%	8%
COc1cccc(C(=O)COc2cccc(NC(=O)c3cccc([N+](=O)[O-])c3)c2)c1
    9%	-0.3%	0%	-11%	4%	160%[activator]	-3%	-2%	6%
Cc1ccc(S(=O)(=O)c2ccc(Cl)cc2)cc1S(=O)(=O)N(C)CC(=O)O
    24%	1.6%	-8%	-1%	-14%	-9%	2%	-12%	4%
COc1ccc(N(CC(=O)Nc2cccc(N(C)S(C)(=O)=O)c2)S(=O)(=O)c2ccc(F)cc2)cc1
    -4%[11.4 µM]	-2.0%	-3%	-20%	5%	0%	-2%	-6%	3%
Cc1ccc(CNC(=O)CNS(=O)(=O)c2ccc(Br)s2)cc1
    -20%	0.4%	3%	-33%	17%	-5%	-8%	4%	8%
Cc1cc(C)nc(CCNC(=O)c2cc(COc3ccc(F)cc3Cl)on2)n1
    -3%	-1.0%	8%	-9%	9%	u	0%	4%	1%
Cn1c(Cl)c(/C=N/OC(=O)C2CC2)c2ccccc21
    8%	1.6%	9%	-2%	0%	-18%	-1%	-10%	0%
COCc1cc(C)nc(OCC(=O)N/N=C/c2ccco2)c1C#N
    -14%	1.3%	-8%	-14%	-31%	18%	0%	38%[activator]	4%
COc1ccc(C(O)P(=O)(OCC(C)C)OCC(C)C)c(OC)c1 (stereo not given)
    -8%	2.8%	-8%	-15%	-9%	-1%	2%	-9%	5%
O=C(/C=C/c1cccc(Br)c1)Nc1nn[nH]n1
    -3%	0.9%	-1%	-19%	14%	-57%	9%	4%	4%
CCOC(=O)N1CCN(c2nc(C)c3c(n2)CC(C)CC3=O)CC1 (stereo not given)
    -16%	1.3%	-6%	-15%	-3%	3%	0%	-5%	5%
CCOc1ccc(NC(=O)Cn2cc(C(=O)c3ccc(C)cc3)c(=O)c3cc4c(cc32)OCO4)cc1
    -30%	u	u	u	9%	-16%	-5%	-4%	-10%
CCN(CC)c1ccc(CN2CCCCCC2)cc1
    -18%	0.5%	0%	-12%	-13%	u	3%	-5%	1%
COc1ccc(N2CCN(C(=O)COC(=O)c3ccc(C)o3)CC2)cc1
    -11%	-2.6%	1%	-6%	-9%	-18%	1%	-2%	9%
COc1cccc(-c2cc(C(=O)Nc3ccc(OC)cc3OC)no2)c1
    9%	1.7%	-3%	-22%	13%	-18%	1%	21%	13%
CC(=O)Nc1cccc(NC(=O)CSc2nccn2Cc2ccccc2)c1
    9%&12%	-3.8%&2.2%	-6%&-8%	-5%&-27%	24%	-6%&2%	0%&0%	3%	7%&0%
